Screening results (PubChem BioAssay)
PKM2 activator: activators of human pyruvate kinase M2 | P14618 | purified PKM2, Kinase-Glo ATP luminescence, activation; response scale: 0% is enzyme alone, no compound | Potency, µM (titrated, usually from 57.5 µM), inactives show at the highest dose activation, usual class: activators | actives 0.34% (n = 260,000) | AID 1631; note: potency is the fitted concentration of half-maximal effect; % is set by controls: 0 for no effect and ±100 for the full control effect; nearly all actives have a fitted effect of over 55% in size
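Kinase-Glo luminescence reports ATP generated from ADP (0.1 mM) and PEP (0.5 mM) by purified hPK-M2 after 1 h at room temperature, pH 7.2 imidazole buffer; intermediate enzyme activity allows detecting inhibitors and activators.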
Menin-MLL TR inh: menin-MLL binding inhibition, Texas Red mutant peptide; Potency, µM (titrated, usually from 61.6 µM), for the others: at the top dose FP activity change, negative = inhibition, most hits filed as inhibitors; Menin + Texas Red MLL mutant peptide, fluorescence polarization; actives 0.23% (n = 270,000); O00255; active = well fitted inhibition curve with a large enough effect in the polarisation, with a control signal flat, not every such curve was filed as active; inconclusive = small, poorly fitted or top-dose-only effect, or effect the other way, or a change in a side signal; inactive = no such curve, though single readings can be large or run the other way; the % refers to the polarisation; note: potency is the fitted concentration of half-maximal effect; % of control where 0% means no effect; many of its hits are not listed in these tables
MBNL1-CUG inh: inhibitors of human MBNL1 binding to CUG repeat RNA; Q9NR56; actives 0.036% (n = 280,000); Potency, µM (doses to about 57.5 µM), for inactives: at the top dose activity change, negative = inhibition, actives largely listed as inhibitors; TR-FRET MBNL1-His/biotin-(CUG)12 binding, 665/545 ratio; AID 2675; active = well fitted inhibition curve with a large enough effect in the signal ratio, with a control signal flat, not every such curve was filed as active; inconclusive = small, poorly fitted or top-dose-only effect, or effect the other way, or a change in a side signal; inactive = no such curve, though single readings can be large or run the other way; the % refers to the signal ratio; note: potency is the fitted concentration of half-maximal effect; % is set by controls: 0 for no effect and ±100 for the full control effect
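Inhibition of protein-RNA binding appears as loss of TR-FRET between terbium anti-His antibody on MBNL1-His and streptavidin-XL665 on biotin-(CUG)12. Activity is normalized to buffer-only and uninhibited-complex controls.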
Chronic BCR inh: inhibitors of chronic active B-cell receptor signaling. ABC-DLBCL IkBa-CBG/CBR reporter, luminescence ratio, 4 h. Potency, µM (highest dose often 46.1 µM), for the others: top-dose ratio change, negative = lower green/red ratio, actives largely listed as inhibitors. actives 0.05% (n = 340,000); active = well fitted inhibition curve with a large enough effect in the signal ratio, with a control signal flat, not every such curve was filed as active; inconclusive = small, poorly fitted or top-dose-only effect, or effect the other way, or a change in a side signal; the % refers to the signal ratio;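 note: potency is the fitted concentration of half-maximal effect; plate controls were basal doxycycline-induced cells for no effect and cells given 10 µM MG132 for full effect; MG132 reads +100%, hits lower the ratio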
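TMD8 ABC-DLBCL cells carrying doxycycline-inducible green luciferase fused to IkappaBalpha plus unfused red luciferase were exposed to compounds (up to 46 uM) for 4 hrs at 37C. Activity came from the overlap-corrected green/red luminescence ratio.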
S-ASM inh: blocks human secretory acid sphingomyelinase | P17405 | placental ASM, HMU-PC fluorogenic substrate, 60 min | Potency, µM (titrated, usually from 57.5 µM), for inactives: at the highest dose activity change, negative = inhibition, usual class: inhibitors | actives 0.006% (n = 340,000); note: potency is the fitted concentration of half-maximal effect
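Fluorogenic HMU-PC substrate (9 uM final) is turned over by placental ASM in 60 min at 37 C after a 10 min compound preincubation. Reaction ended by alkaline stop (pH 10), with fluorescence read at 386/447 nm.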
Mito fusion yeast: blocks mitochondrial division or promotes mitochondrial fusion. Potency, µM (top dose mostly 46.1 µM), for the others: at the highest dose growth rescue (activation), hits mostly activators. actives 0.23% (n = 320,000). S. cerevisiae fusion-defective mutant growth rescue, CellTiterGlo 48 h. AID 485298;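 note: potency is the fitted concentration of half-maximal effect; % of control where 0% means no effect; nearly all actives have a fitted effect of over 45% in size; temperature-sensitive fusion mutants such as fzo1-1 at 37 °C on non-fermentable ethanol glycerol medium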
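Read-out: ATP-based luminescence (CellTiterGlo, 10 min ambient) reporting growth of fusion-defective ts yeast after 48 hours at 37C on glycerol/ethanol YPEG medium in the presence of compound.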
Eya2 inh: Eya2 (human) phosphatase inhibition; Potency, µM (series often up to 76.9 µM), inactives show at the highest dose activity, negative = inhibition, most hits filed as inhibitors; recombinant Eya2, OMFP fluorescence dephosphorylation (OMFP is methylfluorescein phosphate); O00167; actives 0.006% (n = 330,000); AID 488837; note: potency is the fitted concentration of half-maximal effect; % is set by controls: 0 for no effect and ±100 for the full control effect
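Eya2 (0.2 uM) preincubated 10 min at ambient with compound, then OMFP substrate added at 50 uM; 10 min reaction in 50 mM HEPES pH 7.5, 50 mM NaCl, 5 uM MgCl2, 0.05% BSA, 1 mM DTT. Fluorescence read at Ex 485/Em 525 nm.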
TSHR antag: antagonists of human thyroid stimulating hormone receptor; P16473; TSHR-expressing cells, TSH-stimulated cAMP HTRF, 2 h; active compounds read low; activity change, negative = inhibition, % at 11.5 µM; actives 0.2% (n = 330,000); AID 504810;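 active = activity change below a set negative limit, meaning inhibition stronger than a set level, cut at about -70% in these data; inconclusive = activity change between two set negative limits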; note: % is set by controls: 0 for no effect and ±100 for the full control effect
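Read-out is FRET at 665 nm (cryptate excitation 337 nm) from a cryptate-tagged anti-cAMP antibody, competed by cell cAMP against cAMP-d2. Compounds are tested on freshly harvested TSHR cells challenged with 4nM TSH (EC80) for 2 hours at 37 deg C.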
USP2a block: USP2a (human) protease inhibition; O75604; USP2 core, Ub-CHOP2 coupled fluorogenic reporter, 485/531; Potency, µM (top dose mostly 38.3 µM), inactives show at the top dose activity change, negative = inhibition, usual class: inhibitors; actives 0.01% (n = 330,000); AID 463254;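 note: potency is the fitted concentration of half-maximal effect; plate controls were DMSO wells for no effect and full inhibition by NEM control for full effect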
Target sequence (O75604 whole entry, looked up): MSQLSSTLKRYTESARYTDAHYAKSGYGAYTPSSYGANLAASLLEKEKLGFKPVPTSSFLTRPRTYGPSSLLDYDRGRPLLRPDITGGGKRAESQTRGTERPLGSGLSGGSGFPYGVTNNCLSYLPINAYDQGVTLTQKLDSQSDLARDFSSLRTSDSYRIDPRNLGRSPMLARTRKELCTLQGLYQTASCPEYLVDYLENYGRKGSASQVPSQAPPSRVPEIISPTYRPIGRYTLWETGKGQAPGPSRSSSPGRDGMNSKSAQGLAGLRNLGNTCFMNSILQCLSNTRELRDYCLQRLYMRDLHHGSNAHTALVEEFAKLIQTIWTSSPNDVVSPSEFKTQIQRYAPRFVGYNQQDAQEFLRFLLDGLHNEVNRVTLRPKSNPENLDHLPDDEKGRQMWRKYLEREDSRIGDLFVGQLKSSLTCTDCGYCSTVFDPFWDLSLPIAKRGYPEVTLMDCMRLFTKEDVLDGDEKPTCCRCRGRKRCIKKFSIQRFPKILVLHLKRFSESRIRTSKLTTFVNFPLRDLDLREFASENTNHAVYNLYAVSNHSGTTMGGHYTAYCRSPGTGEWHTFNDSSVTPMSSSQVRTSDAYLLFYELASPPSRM
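Deubiquitinase activity read as fluorescence (485/531 nm) after Ub-CHOP2 cleavage activates the enterokinase reporter on its substrate; USP2 core 10nM, Ub-CHOP2 and substrate 25nM each, 30min compound preincubation then 60min RT; data normalized to NEM, curves fitted.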
hERG WT inh: KCNH2 (human, wildtype) channel inhibition; Q12809; U2OS, BacMam KCNH2, thallium flux FluxOr; active compounds read low; activity change, % at 1.84 µM; actives 0.37% (n = 340,000); AID 720551;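 active = maximum activity change below -70%; inconclusive = maximum activity change between -70% and -50%; inactive = maximum activity change above -50%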; note: % is set by controls: 0 for no effect and ±100 for the full control effect
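U2OS cells transduced with wild-type KCNH2 virus are loaded with FluxOr dye for 45 min, and thallium flux is measured in kinetic reads before and after stimulation buffer. Rate constants are normalized to DMSO controls.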
GALK inhibitor: galactokinase (human) inhibition | Purified GALK, Kinase-Glo residual ATP luminescence | Potency, µM (highest dose often 57.5 µM), for inactives: at the top dose activity change, negative = inhibition, most hits filed as inhibitors | actives 0.007% (n = 270,000) | AID 1868; note: potency is the fitted concentration of half-maximal effect; % is set by controls: 0 for no effect and ±100 for the full control effect
Target sequence (P51570 whole entry, looked up): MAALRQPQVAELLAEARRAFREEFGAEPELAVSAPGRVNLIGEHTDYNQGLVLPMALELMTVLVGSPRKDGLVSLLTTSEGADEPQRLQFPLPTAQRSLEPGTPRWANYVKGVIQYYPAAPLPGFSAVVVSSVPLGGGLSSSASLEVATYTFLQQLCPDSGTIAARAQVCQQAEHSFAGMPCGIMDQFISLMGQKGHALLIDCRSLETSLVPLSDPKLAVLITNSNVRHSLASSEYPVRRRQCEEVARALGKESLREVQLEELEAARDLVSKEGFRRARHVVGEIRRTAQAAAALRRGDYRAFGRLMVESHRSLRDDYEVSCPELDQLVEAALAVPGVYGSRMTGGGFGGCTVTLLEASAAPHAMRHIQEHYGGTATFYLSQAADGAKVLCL
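The enzyme phosphorylates galactose (100 uM) using ATP (35 uM); inhibition is detected as higher residual ATP, quantified by bioluminescence after 1 h reaction at room temperature, pH 8.0.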
* hit, by the source's call; i = inactive; ? = inconclusive; . = no result given; [ ] = remark or other dose. Unless noted, calls come from the whole dose curve; as a rule, active = well fitted curve in the direction sought with a large enough effect; inconclusive = small, poorly fitted or top-dose-only effect, or another doubt; inactive = no such curve, though single readings can be large; an effect the other way counts as inactive or inconclusive. Only part of the results is shown; the hit share may differ from the screen's.

Screens in order: TSHR antag	Eya2 inh	PKM2 activator	Menin-MLL TR inh	S-ASM inh	USP2a block	Mito fusion yeast	hERG WT inh	MBNL1-CUG inh	GALK inhibitor	Chronic BCR inh
CN(Cc1nc(-c2cccnc2)no1)S(=O)(=O)c1ccccc1
 : 0	3%	0%	2%	1%	-2%	-2%	-2	-7%	-3%	?
CC(C)C(=O)N1CCN(c2ccc(NC(=O)c3ccc4c(c3)OCCO4)cc2Cl)CC1
 : ?	23%	0%	2%	-6%	0%	-2%	13	7%	1%	-11%
CCCCC(CCCCl)C(=O)Nc1ccccc1 (configuration not stated)
 : 7	-8%	-11%	0%	-2%	4%	-4%	2	2%	2%	4%
CN(C)c1ccc(/C=[N+](\[O-])C(C)(C)/C=N/O)cc1
 : -5	-1%	-2%	0%	-3%	1%	-1%	31	7%	0%	-1%
COc1ccc(-c2nc(CN3CCC(C(=O)NC4CCCC4)CC3)c(C)o2)cc1OC
 : -3	1%	.	.	1%	3%	-8%	5	-7%	0%	2%
O=c1ccc2ccc(OCCOc3cccc(Cl)c3)cc2o1
 : -5	-1%	0%	.	410%[activator]	-1%	14%	17	-1%	-3%	?
O=C(NCc1ccco1)/C(=C/c1cccnc1)NC(=O)c1cccc(Br)c1
 : 12	13%	-1%	-12%	0%	1%	-1%	0	6%	-1%	0%
FC(F)(F)c1cccc(N2CCN(C(=S)NC3CCCC3)CC2)c1
 : -21	-33%	-10%	21%	-5%	0%	2%	11	?	-2%	?
N#Cc1ccc(OCC(=O)NNC(=S)NC(=O)C2CC2)cc1
 : 0	0%	.	.	2%	2%	.	-23	.	.	0%
Cc1ccc2c(CC(=O)Nc3nc(C)cs3)coc2c1
 : -10	-5%	-2%	28%	-3%	0%	-15%	-7	-3%	6%	5%
O=C(Cn1ccc2ccccc2c1=O)N1CCN(Cc2ccc3c(c2)OCO3)CC1
 : -9	-17%	0%	?	1%	-1%	2%	-4	-2%	-1%	2%
COc1ccc(-c2cc(C(=O)Nc3cccc(O)c3)no2)cc1
 : -12	-13%	.	-15%	3%	-1%	4%	6	1%	-1%	?
C[C@@H]1CN([C@@H](C)CO)C(=O)c2cc(NC(=O)Nc3ccccc3)ccc2O[C@H]1CN(C)C(=O)Nc1cccc2ccccc12
 : -3	6%	.	.	-15%	-1%	.	-4	.	.	0%
CC12CCCCN1CCCc1c2[nH]c2ccccc12 (configuration not stated)
 : -30	1%	-5%	-1%	135%	8%	5%[9.22 µM]	8	0%	-1%	2%
Cc1nnc(NC(=O)c2ccc(S(=O)(=O)N3CCCCC3)cc2)s1
 : -5	3%	.	.	4%	0%	.	6	.	.	2%
Cc1nn2cc(-c3ccccc3)nc2s1
 : -7	4%	-27%	0%	0%	1%	3%	13	-9%	12%	?
CC12CCC(C(=O)O)(c3nc(C#N)c(C#N)nc31)C2(C)C (configuration not stated)
 : .	.	13%	-12%	0%	.	4%	-8	5%	1%	.
COc1cccc(C(=O)Oc2cc(C)[nH]c(=O)c2[N+](=O)[O-])c1OC
 : 6	9%	-1%	8%	1%	1%	-1%	21	-4%	.	0%
COc1cccc(NC(=O)CSc2nccn2-c2cccc(OC)c2)c1
 : -14	3%	1%	-21%	0%	0%	-4%	-5	3%	-1%	-5%
CCc1cc2c(COC(=O)c3cc(S(=O)(=O)N4CCOCC4)ccc3F)cc(=O)oc2cc1O
 : -18	-3%	.	.	440%[activator]	-3%	1%	-14	.	.	0%
Cc1ccc(S(=O)(=O)N2CCC(C(=O)OCC(=O)N3CCCC3=O)CC2)cc1C
 : 13	-13%	.	.	-2%	-2%	-13%	20	.	.	5%
CCOC(=O)c1[nH]c2ccc(OC)cc2c1NC(=O)CCN1CCC(C)CC1
 : -1	-17%	0%	1%	53%[activator]	?	4%	-1	9%	3%	?
C=C[C@@H]1c2cc(C)ccc2N(S(=O)(=O)c2ccc(C)cc2)[C@H](c2ccccc2C(F)(F)F)C1(C#N)C#N
 : 59	11%	.	.	1%	1%	7%	-1	.	.	1%
COc1ccc(N=Nc2nc(-c3ccccc3)c(-c3ccccc3)[nH]2)cc1
 : -6	-3%	0%	-1%	?	2%	?	-6	.	1%	0%
COCCCN1CC(=O)N2C(c3cccc(OC)c3OC)c3[nH]c4ccccc4c3C[C@H]2C1=O (some centres not stated)
 : 0	-3%	.	?	-1%	3%	5%	-6	1%	0%	-8%
Brc1ccc(C[n+]2ccccc2)cc1
 : -4	-4%	.	.	-2%	0%	4%	-11	.	.	5%
Cc1ccc(-c2nc3sc(C(N)=O)c(N)c3c3c2CCCC3)cc1
 : -12	-13%	-5%	3%	333%[activator]	-13%	?	-23	71%[activator]	2%	4%
CCOC(=O)C(=O)NC(C)CCc1ccccc1 (configuration not stated)
 : 8	-1%	-2%	1%	-1%	-1%	-4%	1	-10%	2%	1%
COc1ccccc1C(=O)NCC(=O)N/N=C/c1cc(Br)ccc1OC(=O)/C=C\c1ccco1
 : 1	1%	-2%	-4%	3%	-1%	16%	.	.	0%	1%
CC1OC(Nc2cccc3ccccc23)C(O)C(O)C1O (configuration not stated)
 : -4	19%[15.4 µM]	11%	-15%	10%	3%	-1%	-29	9%	0%	-1%
CCCCN(C)C(=O)c1cn(CC)c2nc(C)ccc2c1=O
 : -5	3%	-1%	-6%	-1%	5%	0%	2	-12%	0%	2%
C=C(CC[C@@H](O)C(C)(C)O)[C@H]1CC[C@]2(C)[C@@H]1CCC1[C@@]3(C)CC[C@H](O)C(C)(C)C3CC[C@]12C (some centres not stated)
 : -2	9%	.	.	-3%	4%	.	-9	.	.	1%
O=C(N/N=C/c1cccc(F)c1)c1csc2c1CCCC2
 : 12	2%	-2%	-9%	-4%	-2%	3%	-9	6%	5%	13%
COCc1cc(=O)oc2cc(NS(=O)(=O)c3ccc(C)cc3)ccc12
 : -21	-7%	16%	.	i	1%	6%	2	28%	-1%	5%
Cc1cccc(-c2noc(CN(C(=O)CCc3ccccc3)C(C)C)n2)c1
 : -16	-7%	-1%	-4%	-10%	-2%	11%	3	0%	1%	-2%
COc1ccc(CCNC(=S)Nc2cc(C)cc(C)c2)cc1
 : 0	5%	3%	15%	2%	-4%	8%	-13	-4%	0%	12%
CN(C)c1ccc(/C=N/NC(=O)c2ccc(CN3CCOCC3)cc2)cc1Br
 : 0	3%	-12%	0%	16%	0%	-2%	9	?	-2%	-12%
Cc1cc(C)cc(Oc2coc3cc(OC(=O)c4cccs4)ccc3c2=O)c1
 : 27	7%	0%	?	1%	-1%	-4%	2	4%	4%	-3%
CS(=O)(=O)N1CCC(c2noc(-c3ccc(C(F)(F)F)cc3)n2)CC1
 : -24	14%	8%	17%	?	2%	-22%	4	1%	0%	30%
O=C(NCCc1cn2ccsc2n1)c1cccs1
 : 10	4%	10%	-21%	-3%	-1%	-1%	-8	-10%	0%	?
COC(=O)c1ccccc1OCCN1CCCCCC1
 : 5	-2%	17%	?	3%	1%	1%	-3	4%	2%	6%
N=c1c(S(=O)(=O)c2ccc(Br)cc2)cc2c(=O)n3ccccc3nc2n1C1CCCC1
 : 6	18%	.	.	-1%	-1%	-4%	4	2%	2%	-8%
CCCS(=O)(=O)NCc1ccc2c(c1)cc(C)n2C
 : -6	-18%	13%	14%	-5%	-10%	0%	-14	?	0%	-1%
Cc1ccc(S(=O)(=O)N/N=C/C(C)(C)CO)cc1
 : -5	8%	2%	13%	0%	0%	-5%	-1	-8%	0%	-6%
O=C(COc1ccc2c(-c3ccccc3)cc(=O)oc2c1)NCCCN1CCOCC1
 : -1	11%	.	.	0%	1%	1%	3	?	6%	?
CCCc1nc(SCC(=O)c2ccccc2)c2c(=O)n(C)c(=O)n(C)c2n1
 : -23	4%	-4%	-12%	?	3%	26%	-3	-3%	0%	?
CCOC(=O)[C@H]1[C@H]2COc3ccc(OC)cc3[C@@H]2N2C(=O)CN(CCc3c[nH]c4ccccc34)C(=O)[C@@]12C
 : -11	2%	.	.	1%	-1%	-10%	-2	.	.	?
